Luc counter: Counterscreen for Luciferase (Kinase-Glo TM) Inhibition; Luciferin 4-monooxygenase (Photuris pensylvanica), Q27757; Kinase-Glo luciferase, ATP luminescence, 8 min; Potency, µM (doses to about 38.3 µM), without a hit: at the top dose activity change, negative = inhibition, actives largely listed as inhibitors; actives 0.28% (n = 200,000); AID 1379, 2008; further: potency means the concentration at half of the fitted maximal effect; on the % scale 0 is the no-effect control and ±100 the full control effect; nearly all actives have a fitted effect of over 60% in size
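Inhibition of Kinase-Glo luciferase light generation was assessed at 10 uM ATP in pH 7.2 imidazole buffer, with luminescence measured after eight minutes at ambient temperature.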
CBFb RUNX1 block: qHTS Assay for Compounds Blocking the Interaction Between CBF-beta and RUNX1 for the Treatment of Acute Myeloid Leukemia. Runt-related transcription factor 1 (Homo sapiens) + Core-binding factor subunit beta …. AlphaScreen CBFb-His/RUNX1-biotin binding, biochemical. Potency, µM (titrated, usually from 59.8 µM), inactives show at the top dose activity, negative = inhibition, most hits filed as inhibitors. 230,000 tested, under 10 active. AID 1477, 2009; further: % of control where 0% means no effect
Target sequence (Q01196 whole entry, looked up): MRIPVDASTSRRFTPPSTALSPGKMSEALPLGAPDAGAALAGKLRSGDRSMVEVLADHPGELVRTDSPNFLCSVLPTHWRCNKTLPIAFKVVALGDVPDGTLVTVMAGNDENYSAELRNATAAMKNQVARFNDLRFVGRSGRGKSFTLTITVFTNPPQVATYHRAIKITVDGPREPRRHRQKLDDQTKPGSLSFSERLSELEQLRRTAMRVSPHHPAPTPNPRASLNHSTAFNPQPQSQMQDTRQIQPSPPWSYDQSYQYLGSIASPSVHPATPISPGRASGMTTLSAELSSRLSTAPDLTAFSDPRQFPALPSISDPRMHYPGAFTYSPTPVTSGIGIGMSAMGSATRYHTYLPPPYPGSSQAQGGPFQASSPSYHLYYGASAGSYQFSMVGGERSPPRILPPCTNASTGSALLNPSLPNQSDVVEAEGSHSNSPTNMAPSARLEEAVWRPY
Target sequence (Q13951 whole entry, looked up): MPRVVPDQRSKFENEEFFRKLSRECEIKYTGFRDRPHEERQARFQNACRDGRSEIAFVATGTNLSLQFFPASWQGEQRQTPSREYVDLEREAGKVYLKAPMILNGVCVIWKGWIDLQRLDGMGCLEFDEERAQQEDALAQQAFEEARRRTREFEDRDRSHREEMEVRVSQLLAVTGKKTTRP
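Interaction loss through any mechanism counts as activity. Pre-formed complex of His-CBF-beta and biotin-RUNX1 (30 nM apiece) is incubated with compound 15 min, then with 50 ng nickel and 50 ng streptavidin beads for 90 min before AlphaScreen detection.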
Epigenetic derep: Quantitative High-Throughput Screen for Regulators of Epigenetic Control; murine LDR cells, GFP reporter derepression, 30 h; Potency, µM (doses to about 53.9 µM), for the others: at the top dose GFP activation, usual class: activators; actives 0.2% (n = 280,000); AID 1865, 2009; further: potency means the concentration at half of the fitted maximal effect; % of control where 0% means no effect; nearly all actives have a fitted effect of over 60% in size
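Readout is the number of GFP-expressing murine LDR cells, counted by cytometry following washing. Cells were treated with compound for 30 h at 37 C; the stably integrated CMV-GFP locus is normally silent.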
HTT aggregate: qHTS Multiplex Assay to Identify Dual Action Probes in a Cell Model of Huntington: Aggregate Formation (GFP). PC12 HttQ103-GFP aggregates, Acumen cytometry, 40 h. Potency, µM (doses to about 46.1 µM), without a hit: at the top dose activity change, negative = inhibition, most hits filed as inhibitors. actives 1.1% (n = 220,000). AID 1688, 2009; further: potency means the concentration at half of the fitted maximal effect; on the % scale 0 is the no-effect control and ±100 the full control effect; nearly all actives have a fitted effect of over 60% in size
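PC12/HTTQ103-GFP, ecdysone-inducible; teb 100 nM; cpd qHTS titration; GFP aggregates read on laser cytometer, Ex 488/Em 500-530 nm.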
NPSR antag: qHTS Assay for Antagonists of the Neuropeptide S Receptor: cAMP Signal Transduction | CHO-NPSR cells, cAMP TR-FRET, antagonist mode | Potency, µM (top dose mostly 38.3 µM), for the others: at the top dose activity change, negative = inhibition, usual class: inhibitors | Q6W5P4 | actives 1% (n = 220,000); further: potency means the concentration at half of the fitted maximal effect; on the % scale 0 is the no-effect control and ±100 the full control effect; nearly all actives have a fitted effect of over 50% in size; many of its hits are not listed in these tables
Target sequence (Q6W5P4 whole entry, looked up): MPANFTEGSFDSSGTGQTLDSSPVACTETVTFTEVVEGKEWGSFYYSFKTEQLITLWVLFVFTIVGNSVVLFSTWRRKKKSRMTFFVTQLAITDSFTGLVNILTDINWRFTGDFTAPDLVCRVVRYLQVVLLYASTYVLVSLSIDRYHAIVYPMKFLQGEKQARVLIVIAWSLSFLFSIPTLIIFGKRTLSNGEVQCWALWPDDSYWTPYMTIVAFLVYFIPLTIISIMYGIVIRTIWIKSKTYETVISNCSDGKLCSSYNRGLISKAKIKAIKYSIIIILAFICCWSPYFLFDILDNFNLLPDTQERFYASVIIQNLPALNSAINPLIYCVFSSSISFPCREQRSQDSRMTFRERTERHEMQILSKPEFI
IMPase Li cell: qHTS Assay for Identifying the Cell-Membrane Permeable IMPase Inhibitors: Potentiation with Lithium; CHO-M1 cells, IP1 TR-FRET (IP-One), carbachol + lithium; Potency, µM (highest dose often 59.4 µM), for the others: at the highest dose activity, negative = IMPase inhibition, actives largely listed as inhibitors; actives 0.35% (n = 210,000);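 further: IP1 builds up when IMPase is blocked and the TR-FRET signal falls; potency means the concentration at half of the fitted maximal effect; plate controls were basal vehicle for no effect and high inhibitor control for full effect; nearly all actives have a fitted effect of over 50% in size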
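Lithium-sensitised IP1 accumulation assay; M1-expressing CHO cells treated 30 min at 37C with compound. Competitive antibody detection by time-resolved FRET followed a 10 min room-temperature lysis step.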
L3MBTL1 block: qHTS Assay for the Inhibitors of L3MBTL1; Lethal(3)malignant brain tumor-like protein 1 (Homo sapiens), Q9Y468; AlphaScreen L3MBTL1–H3K9me1 peptide binding; Potency, µM (titrated, usually from 57.1 µM), without a hit: at the highest dose activity, negative = inhibition, most hits filed as inhibitors; actives 0.66% (n = 230,000); AID 485360, 2010; further: potency means the concentration at half of the fitted maximal effect; on the % scale 0 is the no-effect control and ±100 the full control effect; nearly all actives have a fitted effect of over 60% in size
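AlphaScreen assay: L3MBTL1 (50 nM final) was preincubated 30 min at room temperature with biotinylated H3(1-15)K9me1 peptide (75 nM final), then 30 min with library compounds; streptavidin donor and nickel chelate acceptor beads (10 ug/mL final) added, 30 min dark.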
Numbers without * were called inactive; ? = inconclusive; · = no result given; [ ] = dose if it differs, or a comment. The call rests on the fitted dose curve; in most records, active means well fitted curve in the direction sought with a large enough effect; inconclusive means small, poorly fitted or top-dose-only effect, or another doubt; inactive means no such curve, though single readings can be large; an effect the other way counts as inactive or inconclusive. Some of the compounds tested; count on the stated rates, not on these rows.

Structure	Luc counter	CBFb RUNX1 block	Epigenetic derep	HTT aggregate	NPSR antag	IMPase Li cell	L3MBTL1 block
O=C(C(=O)N1CCOCC1)c1cn(CC(=O)N2CCc3ccccc3C2)c2ccccc12	3%	6%	-0.4%	-6%	12%	3%	2%
COc1cc(/C=N/NC(=O)CC2(C)OCCCO2)ccc1OCc1ccc(Cl)cc1Cl	-2%	2%	0.0%	-1%	-9%	8%	5%
O=C(Nc1ccccc1C(=O)Nc1cccnc1)c1ccccc1	-9%	7%	-1.1%	-8%	-28%	-5%	16%
CC(NC(=O)c1ccccc1NC(=O)c1ccccc1)C(=O)N1CCOCC1 (stereo unspecified)	0%	6%	0.0%	-9%	14%	-5%	9%
COc1ccc(-c2csc(NC(=O)C3CC(=O)N(Cc4ccco4)C3)n2)cc1 (stereo unspecified)	2%	-11%	-2.9%	27%	-19%	3%	-10%
CCC(=O)NC(=S)Nc1ccc(-c2nc3ccccc3s2)cc1	-1%	7%	-0.9%	-3%	-4%[46.1 µM]	11µM*	-3%
CCC(=O)Nc1cccc(NC(=O)c2cccnc2)c1	0%	3%	-0.1%	13%	8%[46.1 µM]	-16%[38.3 µM]	-10%
C=CCN1C(=O)C(O)(CC(=O)c2ccco2)c2cc(Br)ccc21 (stereo unspecified)	0%	3%	14%	31%	11%	1%	·
COc1ccc(-c2noc(CCC(=O)NCCc3cccc(C)c3)n2)cc1	4%	3%	-0.1%	-14%	-25%	12%	·
O=C1CN(CC(=O)NC(=O)NCc2ccccc2)CCN1	0%	6%	-3.0%	8%	12%	-3%	4%
CCCC(=O)Nc1nc2ccc(OCC)cc2s1	4%	-6%	2.9%	16%	-8%	11%	-11%
CCOc1ccc(C(=O)NC(=S)Nc2cccnc2)cc1	-1%	-8%	-0.9%	12%	10%	0%	0%
CCOC(=O)CC(=O)c1[nH]c(C)c(C(=O)OCC)c1C	2%	-6%	0.0%	-3%[9.22 µM]	3%	15%	-9%
O=S(=O)(c1ccccc1)N1CCN=C1SCc1ccc(Cl)c(Cl)c1	-2%	17%	-3.0%	-4%	-27%	17%	37%[activator]
Cc1nc(N2CCOCC2)nc(OC(C)C)c1[N+](=O)[O-]	0%	8%	?	-5%	6%	2%	-1%
CC(=O)Nc1ccc(NC(=O)c2ccc(-n3c(C)ccc3C)cc2)cc1	6%	-3%	0.0%	-18%	3%	13%	-8%
COc1ccc(C)c2sc(N(CCCN(C)C)C(=O)c3ccc(S(=O)(=O)N(C)C)cc3)nc12	-1%	-2%	4.4%	-16%	-46%	8%	·
Cc1cc(NC(=O)CSc2nnc(CNc3ccc(F)cc3)n2C2CCCCC2)no1	12%	2%	-0.9%	-1%	-16%[46.1 µM]	-9%[38.3 µM]	-3%
COc1ccc(S(=O)(=O)NCc2ccc3c(c2)cc(C)n3C)cc1	2%	?	0.8%	10%	0%[46.1 µM]	16%[38.3 µM]	-5%
O=C(c1cccc2ccccc12)N1CCN(c2ccccc2F)CC1	3%	4%	-0.3%	-21%	-9%[46.1 µM]	8%[38.3 µM]	4%
O=C(N/N=C/c1ccccc1O)c1cccc(C(F)(F)F)c1	1%	-26%	-1.9%	2.5µM*	4%	-5%	-10%
Cc1cc(NC(=O)CSc2ccc(-c3ccc(F)cc3)nn2)no1	-2%	2%	8.0%	4%	6%	-5%	·
Cc1ccc(CCNC(=O)CCNS(=O)(=O)c2ccc3c(c2)oc(=O)n3C)cc1	-3%	5%	-3.1%	-8%	11%[46.1 µM]	5%[38.3 µM]	-3%
CCN(CC)C(=S)NC(=O)Cc1ccccc1	-2%	6%	1.4%	6%[9.22 µM]	-17%	3%	-9%
Cc1cccc(C)c1-n1c(C)cc(/C=C2\NC(=O)NC2=O)c1C	-2%	8%	-6.3%	-17%	-30%[46.1 µM]	17%	-13%
C/C(=C\c1ccco1)C1C(C#N)=C(N)OC2=C1C(=O)CC(C)(C)C2 (stereo unspecified)	3%	0%	-0.8%	18%	-16%[46.1 µM]	2%[38.3 µM]	-22%
CCN1CC(CN(C)Cc2nc(-c3ccc(OC)c4ccccc34)oc2C)CC1=O (stereo unspecified)	-6%	-1%	3.8%	-15%[9.22 µM]	24%	2%	-8%
CCOc1ccc(N2C(=O)Nc3ccccc3C2(O)C(=O)NCc2ccc(OC)cc2)cc1 (stereo unspecified)	-6%	7%	-0.1%	0.71µM*	6%	3%	4%
CCN(CC)S(=O)(=O)c1cccc(C(=O)NC(Cc2c[nH]c3ccccc23)c2nnc3n2CCCCC3)c1 (stereo unspecified)	-3%	1%	0.0%	13%	-23%[46.1 µM]	-6%[38.3 µM]	-6%
CCOc1cc(CNCCO)cc(Br)c1OCc1ccccc1Cl	-5%	-3%	1.4%	-23%	15%[46.1 µM]	18%[38.3 µM]	8%
Cc1sc(N/N=C/c2cc([N+](=O)[O-])ccc2O)nc1-c1ccccc1	-2%	-4%	2.4%	-11%[9.22 µM]	1%	-5%	7%
O=C(NC1CCCC1)C(c1ccc(F)cc1)N(Cc1ccc(F)cc1)C(=O)CCl (stereo unspecified)	3%	4%	-1.0%	-3%	-24%	7%	6%
Fc1ccc(NC(=S)N/N=C/c2ccc(F)c(F)c2)cc1	1%	-3%	1.1%	-9%	-45%	7%	2%
COc1ccnc(Oc2ccc(F)cc2)c1C#N	·	17%	-0.2%	5%[9.22 µM]	-1%	-1%	8%
Cc1ccc(-c2csc3ncnc(SCC(=O)NCc4ccc5c(c4)OCO5)c23)cc1	3%	6%	-1.7%	12%	-16%[46.1 µM]	-22%[38.3 µM]	1%
COc1ccccc1C(=O)Nc1cc2cc(Br)ccc2oc1=O	1%	13%	6.3%	-9%	2%[46.1 µM]	-3%	3%
C/C=C(\C)C(=O)NCCN1C2=NC[C@H](C(C)C)N2C[C@H]1Cc1ccc(O)cc1	·	20%	1.9%	7%[9.22 µM]	-18%	5%	7%
Cc1cc(C)c2nc(N3CCC(C(=O)N4CCN(c5ncccn5)CC4)CC3)sc2c1	-5%	-2%	-1.0%	-13%	-21%[46.1 µM]	9%[38.3 µM]	·
N#CCC1c2ccccc2CCN1C(=O)Nc1ccc(Cl)cc1 (stereo unspecified)	4%	11%	2.4%	-17%	-20%[46.1 µM]	36%[38.3 µM]	5%
COC(=O)CCC(=O)NC(=S)Nc1c(C)cccc1C	-2%	-1%	-1.0%	11%	11%	0%	2%

Fetched by compound from above, 5 records:
Structure	Luc counter	CBFb RUNX1 block	Epigenetic derep	HTT aggregate	NPSR antag	IMPase Li cell	L3MBTL1 block
Cc1ccc(CCNC(=O)CCNS(=O)(=O)c2ccc3c(c2)oc(=O)n3C)cc1	-3%	5%	-3.1%	-8%	11%[46.1 µM]	5%[38.3 µM]	-3%
O=C(NC1CCCC1)C(c1ccc(F)cc1)N(Cc1ccc(F)cc1)C(=O)CCl (stereo unspecified)	3%	4%	-1.0%	-3%	-24%	7%	6%
Cc1sc(N/N=C/c2cc([N+](=O)[O-])ccc2O)nc1-c1ccccc1	-2%	-4%	2.4%	-11%[9.22 µM]	1%	-5%	7%
C=CCN1C(=O)C(O)(CC(=O)c2ccco2)c2cc(Br)ccc21 (stereo unspecified)	0%	3%	14%	31%	11%	1%	·
CCOc1cc(CNCCO)cc(Br)c1OCc1ccccc1Cl	-5%	-3%	1.4%	-23%	15%[46.1 µM]	18%[38.3 µM]	8%

Some of the entries so far, with values under each structure.
The line under a structure holds: Luc counter	CBFb RUNX1 block	Epigenetic derep	HTT aggregate	NPSR antag	IMPase Li cell	L3MBTL1 block
- CCOc1cc(CNCCO)cc(Br)c1OCc1ccccc1Cl
  -5%	-3%	1.4%	-23%	15%[46.1 µM]	18%[38.3 µM]	8%
- Cc1sc(N/N=C/c2cc([N+](=O)[O-])ccc2O)nc1-c1ccccc1
  -2%	-4%	2.4%	-11%[9.22 µM]	1%	-5%	7%
- O=C(NC1CCCC1)C(c1ccc(F)cc1)N(Cc1ccc(F)cc1)C(=O)CCl (stereo unspecified)
  3%	4%	-1.0%	-3%	-24%	7%	6%

Returning to the listing, repeating the 2 entries before the break.
Structure	Luc counter	CBFb RUNX1 block	Epigenetic derep	HTT aggregate	NPSR antag	IMPase Li cell	L3MBTL1 block
N#CCC1c2ccccc2CCN1C(=O)Nc1ccc(Cl)cc1 (stereo unspecified)	4%	11%	2.4%	-17%	-20%[46.1 µM]	36%[38.3 µM]	5%
COC(=O)CCC(=O)NC(=S)Nc1c(C)cccc1C	-2%	-1%	-1.0%	11%	11%	0%	2%
O=C(O)C1=NN(c2ccccc2)C(=O)C1	·	3%	-0.3%	5%[9.22 µM]	-8%[7.67 µM]	·	-7%
O=C(COC(=O)Cc1cccc(C(F)(F)F)c1)NCC1CCCO1 (stereo unspecified)	0%	0%	0.0%	-17%	7%[46.1 µM]	19%[38.3 µM]	1%[11.4 µM]
CCN(CC#CCC1(O)c2ccccc2-c2ccccc21)CCO	-5%	-1%	-1.3%	-6%	1%[46.1 µM]	8%[38.3 µM]	0%
c1ccc2nc(-c3ccc4c(c3)OCO4)ccc2c1	-26%	12%	5.0%	-7%	10%	0%	55%[activator]
C/C(Cc1ccccc1)=N\NC(=O)CNC(=O)c1ccccc1Br	-1%	6%	1.1%	-3%	0%	-8%	13%
Cc1ccccc1NC(=O)COC(=O)CN1C(=O)NC(C)(C)C1=O	2%	-4%	-0.7%	10%	0%[46.1 µM]	17%[38.3 µM]	·
Oc1ccc(F)cc1-c1cc(-c2ccc3c(c2)OCCO3)n[nH]1	-5%	-4%	-1.0%	-20%	?	29%[38.3 µM]	·
COc1cc(-c2nnc(SC/C=C/c3ccccc3)n2N)cc(OC)c1OC	0%	3%	3.4%	13%	-10%[46.1 µM]	2%[38.3 µM]	-7%
FC(F)(F)COc1ccc(-n2ccnc2)nn1	1%	0%	1.5%	-14%	21%	-18%	·
Clc1ccc(Oc2cccc(/C=N/n3cnnc3)c2)cc1	-1%	-10%	-6.0%	-26%	1%[46.1 µM]	17%[38.3 µM]	·
O=C(CSc1ncnc2c1oc1ccccc12)Nc1nc2ccccc2s1	5%	9%	-0.8%	0%	?	-27%[38.3 µM]	-15%
Cc1ccccc1-n1nc(C)c(N=O)c1N	-2%	13%	0.2%	?	-7%	-3%	10%

Screens deposited in PubChem by National Center for Advancing Translational Sciences (NCATS).
